High-throughput results: PubChem, Sanford-Burnham Center for Chemical Genomics
CXCR6 inh = inhibitors of human CXCR6 receptor; O00574; CHO-K1 PathHunter CXCR6 beta-arrestin, luminescence; inhibition, % at 20 µM; 0.36% of 360,000 active; in the data active = inhibition above about 34%, passing the limit was not always enough;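 also: antagonist mode with CXCL16 agonist at 10 nM final; 0% = 10 nM CXCL16 with DMSO and 100% = unstimulated wells without agonist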
Target sequence (O00574 whole entry, looked up): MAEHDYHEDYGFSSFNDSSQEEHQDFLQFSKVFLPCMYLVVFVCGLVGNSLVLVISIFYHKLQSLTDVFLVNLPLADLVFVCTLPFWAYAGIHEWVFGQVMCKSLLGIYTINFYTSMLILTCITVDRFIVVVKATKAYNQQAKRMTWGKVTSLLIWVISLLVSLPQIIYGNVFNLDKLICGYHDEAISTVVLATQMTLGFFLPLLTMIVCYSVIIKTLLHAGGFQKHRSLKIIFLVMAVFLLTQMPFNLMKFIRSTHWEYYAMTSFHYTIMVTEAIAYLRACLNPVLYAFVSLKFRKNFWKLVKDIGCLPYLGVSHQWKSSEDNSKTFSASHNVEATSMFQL
A3A deaminase = blocks human APOBEC3A ssDNA deamination | recombinant A3A, FAM/TAMRA ssDNA deamination fluorescence | 0.41% of 330,000 active | inhibition, % at 20 µM | P31941;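 active = at least 40% inhibition at 20 µM here, with at most 30% in a related deaminase screen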;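 also: plate controls were A3A with DMSO for no effect and wells lacking A3A enzyme for full effect; some results filed as inactive read as strong as hits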
Target sequence (P31941 whole entry, looked up): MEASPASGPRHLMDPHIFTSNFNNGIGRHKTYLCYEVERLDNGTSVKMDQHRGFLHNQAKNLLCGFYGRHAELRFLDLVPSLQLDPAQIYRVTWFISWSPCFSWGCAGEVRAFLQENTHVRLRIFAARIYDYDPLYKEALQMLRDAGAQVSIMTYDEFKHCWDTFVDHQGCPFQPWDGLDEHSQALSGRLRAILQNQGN
NR3A LBD binder = NR3A (human) ligand-binding domain modulation. NR3A LBD differential scanning fluorimetry, Tm shift; 0% = protein alone, 100% = glycine-bound protein. Tm shift relative to glycine control, % at 25 µM. 2.5% of 340,000 active;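 active = melting temperature shift of at least 10% of the positive control shift, at one fixed dose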
EBI2 block = blocks human EBI2 receptor beta-arrestin signaling | P32249 | EBI2 beta-arrestin recruitment, luminescence, 7a,25-OHC stimulated | inhibition, % at 5 µM | 0.81% of 360,000 active; in the data active = inhibition above about 38%;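 also: enzyme fragment complementation signal reports receptor beta-arrestin coupling in cells; 0% = agonist plus DMSO wells and 100% = wells without agonist; some results beyond the cut were filed as inactive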
MPTP block = blocks calcium-induced mitochondrial swelling. isolated mouse mitochondria, Ca2+ swelling absorbance, 30 min. inhibition, % at 10 µM. 1.4% of 360,000 active. AID 602449;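 active = inhibition of 50% or more, scaled per plate between neutral and stimulator controls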;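 also: 0% = DMSO wells given calcium and 100% = 1 mM EGTA wells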
Gli-Sufu block = blocks Gli-Sufu signaling in a luciferase reporter | Sufu-KO-LIGHT fibroblasts, Gli luciferase reporter luminescence | inhibition, % at 5 µM | 0.74% of 340,000 active | AID 588413;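 active = inhibition above about 55%, limit read from the data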;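 also: 0% = DMSO-treated cells and 100% = wells with medium but no cells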
CCR6 antag = CCR6 (human) receptor antagonism; P51684; CHO-K1 CCR6 PathHunter beta-arrestin, luminescence, CCL20-stimulated; inhibition, % at 20 µM; 0.49% of 340,000 active;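 active = compounds whose inhibition of the agonist-driven luminescence signal at 20 µM reaches about 50%, limit read from the data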;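 also: cells stimulated with CCL20 at 14 nM final; plate controls were DMSO with CCL20 for no effect and DMSO without agonist for full effect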
A3G deaminase = blocks human APOBEC3G single-stranded DNA deamination; Q9HC16; recombinant A3G, ssDNA deamination FAM/TAMRA fluorescence; inhibition, % at 20 µM; 0.28% of 330,000 active; AID 493012;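 active = inhibition of at least 40% at 20 µM, with no more than 30% in the related APOBEC3A deaminase screen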;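 also: plate controls were DMSO wells with A3G for no effect and wells lacking A3G enzyme for full effect; some compounds called inactive have numbers as strong as hits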
Target sequence (Q9HC16 whole entry, looked up): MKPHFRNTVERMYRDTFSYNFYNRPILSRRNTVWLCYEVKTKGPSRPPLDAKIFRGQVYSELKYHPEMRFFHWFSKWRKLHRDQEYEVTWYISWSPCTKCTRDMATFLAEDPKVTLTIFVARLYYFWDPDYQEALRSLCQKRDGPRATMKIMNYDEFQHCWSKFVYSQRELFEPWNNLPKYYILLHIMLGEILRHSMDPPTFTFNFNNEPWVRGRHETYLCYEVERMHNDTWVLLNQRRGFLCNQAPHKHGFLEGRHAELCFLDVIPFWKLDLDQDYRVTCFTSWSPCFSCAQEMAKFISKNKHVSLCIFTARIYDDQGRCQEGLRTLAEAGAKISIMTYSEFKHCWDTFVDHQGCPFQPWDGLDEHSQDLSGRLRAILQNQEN
Numbers without * were called inactive; · = no result given.

Order of values – CXCR6 inh, A3A deaminase, NR3A LBD binder, EBI2 block, MPTP block, Gli-Sufu block, CCR6 antag, A3G deaminase
- O=C(Cc1ccc(-n2c(=S)[nH]c3ccccc3c2=O)cc1)N1CCC(N2CCCCC2)CC1
    -2, -1, 0, 10, -3.5, 0, -1, -9
- C/C(CC(=O)Nc1ccc(F)cc1)=N\NC(=O)COc1ccccc1
    -2, 1, -1, 4, 0.8, 4, 5, -3
- CCN(CC)C(=O)C[n+]1ccc(C(N)=O)cc1
    4, 4, -1, -12, 16, -2, 0, -6
- CCN(C(=O)COC(=O)CNC(=O)c1cccs1)c1c(N)n(Cc2ccccc2)c(=O)[nH]c1=O
    0, ·, 1, -3, 0.2, -1, 1, ·
- CC(=O)Nc1ccc(S(=O)(=O)NNC(=O)CCC(=O)Nc2cc(C)ccc2C)cc1
    7, 0, -4, -10, 0.3, -11, 2, -3
- N/C(CC(=O)Nc1ccc(F)c(Cl)c1)=N\OC(=O)c1cccs1
    -22, -2, -2, -12, 2.5, 6, -20, -5
- Cn1nc(NC(=O)CC(C)(C)CC(=O)O)c2ccccc21
    -25, 2, 7, -6, 1.9, 4, 11, 7
- COc1cc([N+](=O)[O-])c(OC)cc1SCc1n[nH]c(=S)n1-c1ccc(F)cc1
    0, -3, 1, 8, 3.3, 5, 14, 2
- CN(CC(=O)Nc1cccc(F)c1)C(=O)c1cccnc1Sc1ccc(Cl)cc1
    -1, 1, 1, 1, -0.6, -11, 0, 7
- CCc1cccc(NC(=O)CCNC(=O)Cn2ccc3ccccc3c2=O)c1
    0, -1, -1, 10, 0.4, 25, 0, -5
- CCOc1ccc(NC(=O)C2=C(C)NC(=S)NC2c2ccc(O)c(OC)c2)cc1 (centres undefined)
    5, -2, 13*, -7, 0.8, -3, -3, -4
- S=c1[nH]nc2sc3ccccc3n12
    9, ·, 0, -7, 1.7, -7, 21, ·
- CNS(=O)(=O)c1cccc(C(=O)OCC(=O)NCc2ccccc2)c1
    -2, -6, 0, -1, 3.8, 2, 3, -10
- O=C(CNc1cc(S(=O)(=O)N2CCOCC2)ccc1NCC1CCCO1)Nc1ccc(C(F)(F)F)cc1 (centres undefined)
    -4, -4, -8, 14, 2.3, -1, 11, -13
- CCCCC(=O)Nc1ccc(NC(=O)c2cccnc2)cn1
    -1, 0, 1, -4, -2.1, 3, -5, -2
- CCCCn1nc2cc(C(=O)NCc3cc(C(F)(F)F)cc(C(F)(F)F)c3)ccc2c1OC
    10, 3, -6, -10, 0.1, -8, 3, 0
- Cn1cnnc1SCC(=O)NCCc1ccccc1
    -4, -4, 1, -6, 1.8, 0, -8, -5
- O=C(Nc1ccc([N+](=O)[O-])cn1)c1ccc2c(c1)OCO2
    -11, -3, -1, -3, 0.9, -71, 6, -12
- CSc1ccccc1C(=O)NCCc1ccc(S(=O)(=O)N2CCCCC2)cc1
    -10, 1, 0, 2, -1.6, 10, 1, -1
- COc1ccc(NC(=O)COC(=O)C23CCC(=O)N2c2ccccc2S3)cc1 (centres undefined)
    2, -2, 4, -6, 1.1, 0, 18, -8
- Cc1ccc2oc3c(c(=O)c2c1)C(c1cccc(Br)c1)N(Cc1ccco1)C3=O (centres undefined)
    10, ·, 1, 15, 1.7, 5, -10, ·
- CCn1cc(C(=O)OCC(=O)c2ccc(Cl)cc2)c(=O)c2ccc(C)nc21
    4, 3, 2, -3, 1.3, 4, 15, -10
- COc1ccc2c(c1)C(c1ccc(C)o1)=NNC(c1cccnc1)=N2
    6, 1, -1, 10, 0.4, 15, 12, -7
- CCOc1cc(C(=O)NC2=NCCS2)cc(OCC)c1OCC
    -11, 2, -1, -12, 0.5, -2, 5, -2
- CCOC(=O)N1CCN(C(c2cccc(OC)c2)c2sc3nc(C)nn3c2O)CC1 (centres undefined)
    5, 0, -7, 5, 0.8, -6, -8, -4
- CN(C)S(=O)(=O)c1ccc2c(c1)Cc1cc(S(=O)(=O)N(C)C)ccc1-2
    -1, -2, -1, -6, 0.5, -2, 0, -7
- O=C1CCCN2N=C(SCC(=O)Nc3cccc(Cl)c3)SC2=N1
    -1, -5, -4, 8, 17, ·, -5, -7
- COc1ccc(N(CC(=O)Nc2cccc(C)c2)S(=O)(=O)c2c(C)noc2C)cc1
    -1, -1, -7, 5, -0.7, 14, 15, -3
- Cc1ccc(-c2nc(CCN3C(=O)c4ccccc4C3=O)cs2)cc1
    5, 0, 2, -4, 1.5, -4, -2, -1
- CC(C)CNC(=S)N(CCN(C)C)Cc1cc2cc3c(cc2[nH]c1=O)OCCO3
    -11, -4, 5, 0, -0.5, 21, 12, -2

Reprinted from above (6 entries):
Order of values – CXCR6 inh, A3A deaminase, NR3A LBD binder, EBI2 block, MPTP block, Gli-Sufu block, CCR6 antag, A3G deaminase
- N/C(CC(=O)Nc1ccc(F)c(Cl)c1)=N\OC(=O)c1cccs1
    -22, -2, -2, -12, 2.5, 6, -20, -5
- Cn1nc(NC(=O)CC(C)(C)CC(=O)O)c2ccccc21
    -25, 2, 7, -6, 1.9, 4, 11, 7
- COc1cc([N+](=O)[O-])c(OC)cc1SCc1n[nH]c(=S)n1-c1ccc(F)cc1
    0, -3, 1, 8, 3.3, 5, 14, 2
- CN(CC(=O)Nc1cccc(F)c1)C(=O)c1cccnc1Sc1ccc(Cl)cc1
    -1, 1, 1, 1, -0.6, -11, 0, 7
- CCc1cccc(NC(=O)CCNC(=O)Cn2ccc3ccccc3c2=O)c1
    0, -1, -1, 10, 0.4, 25, 0, -5
- CCOc1ccc(NC(=O)C2=C(C)NC(=S)NC2c2ccc(O)c(OC)c2)cc1 (centres undefined)
    5, -2, 13*, -7, 0.8, -3, -3, -4

(cont.)
Order of values – CXCR6 inh, A3A deaminase, NR3A LBD binder, EBI2 block, MPTP block, Gli-Sufu block, CCR6 antag, A3G deaminase
- Nc1cc(=O)nc(SCC(=O)Nc2ccccc2Cl)n1-c1ccccc1
    6, 1, 1, -1, -0.8, 0, 2, -4
- O=C(Nc1ccc(SC(F)F)cc1)c1ccccc1F
    -2, 2, -1, 2, 0.8, -107, 16, -5
- CCOC(=O)c1nn(-c2ccc(F)cc2)c(=O)c2c(N)scc12
    -1, 0, 1, -6, -1.1, -3, 14, 40
- CC(=O)OCCOc1nc(NC(C)C)nc(NC(C)C)n1
    4, 0, -1, -4, 13, 3, -4, -6
- Cc1c(CC(=O)O)c(=O)oc2cc3occ(-c4ccccc4)c3cc12
    -2, -2, -3, -2, 0.5, 0, 10, -6
- Cc1nn(Cc2ccc(F)cc2)c(Cl)c1/C=N/NC(=O)c1ccccc1
    3, 1, -1, -1, -12, -10, -1, -4
- COC(=O)CSc1n[nH]c(-c2ccncc2)n1
    -10, -2, 0, -13, 0.2, -10, 7, -4
- OC(CNCCc1ccccc1)COc1ccc(OCC(O)CNCCc2ccccc2)cc1 (centres undefined)
    3, 0, 0, -21, -4.4, 5, 6, -8
- O=C(NNc1cc(N2CCOCC2)nc(N2CCOCC2)n1)c1ccc(Cl)c(Cl)c1
    3, 0, -1, 8, 3.6, 13, -2, -4
- O=C(O)c1ccc(-c2ccc(/C=N/Nc3ccc([N+](=O)[O-])cc3)o2)cc1
    13, -15, 10*, 17, 15, -12, 45, -23
- CN(C(=O)c1ccno1)c1nnc(-c2cnccn2)s1
    3, 2, -1, -5, -2.5, -4, 12, 0
- CC(C)(C)NC(=O)C(c1cccs1)N(Cc1cccs1)C(=O)c1ccc(CN2CCOCC2)o1 (centres undefined)
    13, 2, 0, 3, -0.7, 9, 0, -1
- COc1cc(OC)c(NC(=O)[C@@H]2CCC(=O)N2C2OC(=O)c3c2ccc(OC)c3OC)cc1Cl (some centres undefined)
    -2, 1, 0, -5, -0.6, 6, 0, -5
- O=C(COc1ccc(Br)cc1Br)NC(=S)Nc1cccc(CO)c1
    -2, -2, -1, -13, 0.4, -66, -5, -2
- Cc1sc(NC(=O)CSc2nnc(COc3ccc(Cl)cc3)n2C)c(C#N)c1C
    10, 2, -8, -2, 2.4, 7, -1, 0
- Cc1ccnc(SCCn2c(N3CCN(Cc4ccccc4)CC3)nc3c2c(=O)[nH]c(=O)n3C)n1
    7, -3, -2, 5, -1.7, 8, 3, 1
- COc1ccc(S(=O)(=O)NCc2ccco2)cc1C(=O)N1CCOCC1
    -10, -4, -2, 2, -0.1, -2, -11, -8
- Cc1ccc2cc(/C=N/NC(=O)[C@H](C)NC(=O)OC(C)(C)C)c(Cl)nc2c1
    -5, 0, -1, -6, 1.5, -4, -4, -4
- Cc1cc(Oc2cccc3c2S(=O)(=O)N(C2CCCC2)CC(COCc2ccccc2)O3)cc(C)c1C (centres undefined)
    9, ·, -5, 19, -1.8, 12, 9, ·
- CCOC(=O)c1nn(C)c2[nH]c(=O)n(C)c(=O)c12
    -4, ·, 5, -2, -3.2, -24, 8, ·
- CCCCSC(=O)Nc1ccccc1
    2, -1, 2, -9, -3.1, -21, 17, -3
- Cc1nnc(OCc2nc3ccccc3n2C)c2ccccc12
    1, -4, 0, -2, -0.6, -36, 20, -7
- NS(=O)(=O)c1ccc(NC(=O)COC(=O)CCc2ccc(S(=O)(=O)N3CCOCC3)cc2)cc1
    -3, 5, 2, -1, 2.0, 6, 3, -1
- CCOc1cc(C=O)ccc1OCc1cc(=O)n2cc(C)ccc2n1
    1, 7, -2, 1, 1.4, 6, -5, -14
- COc1ccc(/C=C(/CC(=O)Nc2ccc(C)cc2)c2nc3ccccc3s2)cc1
    5, -3, -2, 22, 52*, 4, 17, -9
- COc1ccc(S(=O)(=O)NC(C)C(=O)NCc2ccc3c(c2)OCO3)cc1OC (centres undefined)
    4, -3, -3, 4, -0.8, -17, 6, -8
- CC[C@@H](C)[C@H](NC(=O)Cc1c(C)c2c(cc(C)c3c(C)c(C)oc32)oc1=O)C(=O)O
    2, -4, -1, 5, 1.5, 23, 3, -6
- COc1ccc(CN2CCCN(S(=O)(=O)c3ccc(Br)cc3)CC2)cc1
    -1, -4, -7, -1, 0.1, 4, 12, -11
- CCCCn1nnnc1NCc1ccc(OC)c(OC)c1
    2, 4, -1, -8, -0.7, -26, -1, -1
- CCC1COC(c2cccn2Cc2ccccc2Cl)=N1 (centres undefined)
    1, -2, 2, 0, 0.8, 1, 21, -6

Carrying on:
SMILES	CXCR6 inh	A3A deaminase	NR3A LBD binder	EBI2 block	MPTP block	Gli-Sufu block	CCR6 antag	A3G deaminase
COc1ccc(CCN2CC(C(=O)NCCN3CCNC3=O)CCC2=O)cc1 (centres undefined)	4	2	1	-6	-0.7	-1	-4	5
Cc1ccc(S(=O)(=O)NNC(=O)Nc2ccc(Cl)cc2)cc1	2	2	-6	2	-1.0	-2	8	-1
CCn1cc(C(=O)N2CCCCC2)c(=O)c2cc(S(=O)(=O)N3CCC(C)CC3)ccc21	-4	3	-2	-7	0.1	5	3	2
Cc1ccc2[nH]c(C)c(CCNC(=O)C3CCCCC3C(=O)OCC(F)(F)F)c2c1 (centres undefined)	-2	-7	-6	4	-0.8	-1	4	-1
COC(=O)CSC1=C(C#N)C(=O)NC(c2ccccc2)S1 (centres undefined)	-9	-4	1	0	-0.6	3	44	-4
Cn1c(=O)c2cc(S(=O)(=O)NCCC(=O)NCCc3ccc(Cl)cc3)ccc2n(C)c1=O	-5	1	-1	4	-2.4	0	-5	0
